Casp1 inh: allosteric or competitive inhibitors of human caspase-1. Caspase-1 enzyme, Ac-WEHD-AFC fluorogenic rate. Potency, µM (highest dose often 57.5 µM), without a hit: at the highest dose activity change, negative = inhibition, usual class: inhibitors. hit rate 0.03% among 75,000. AID 900;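 note: potency is the fitted concentration of half-maximal effect; plate controls were vehicle for no effect and no substrate for full effect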
Caspase-7 inhib: allosteric or competitive inhibitors of human caspase-7; P55210; recombinant caspase-7, Ac-DEVD-AFC fluorescence rate; Potency, µM (top dose mostly 57.5 µM), for inactives: at the top dose activity change, negative = inhibition, hits mostly inhibitors; hit rate 0.02% among 75,000; active = well fitted inhibition curve with a large enough effect in the main read-out, with a control signal flat, not every such curve was filed as active; inconclusive = small, poorly fitted or top-dose-only effect, or a change in a side signal; note: potency is the fitted concentration of half-maximal effect; % of control where 0% means no effect
Target sequence (P55210 24-198 limits assumed): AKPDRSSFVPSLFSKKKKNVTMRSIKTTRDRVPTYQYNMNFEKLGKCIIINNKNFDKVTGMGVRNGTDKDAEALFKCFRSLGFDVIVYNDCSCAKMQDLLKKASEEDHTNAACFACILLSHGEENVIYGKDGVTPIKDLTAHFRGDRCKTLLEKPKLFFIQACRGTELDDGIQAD
Target sequence (P55210 207-303 limits assumed): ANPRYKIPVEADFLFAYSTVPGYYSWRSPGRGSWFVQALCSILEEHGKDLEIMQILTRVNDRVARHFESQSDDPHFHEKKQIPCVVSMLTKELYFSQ
Rhodamine autofl: compound fluoresces in the rhodamine spectral region; max dye-equivalent concentration, M; Rhodamine-region fluorescence, 547/598 nm, Tris buffer; stronger effect = higher value; hit rate 0.05% among 59,000; in the data active = max dye-equivalent concentration above about 11 nM; inconclusive = between about 1.1 nM and that limit
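Intrinsic compound fluorescence, ex 547 / em 598 nm, CCD imager. Tris 100 mM pH 8.0; 15 min RT. Output = rhodamine dye-equivalent concentration at each compound concentration.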
BRCT inh red: inhibitors of human BRCA1 BRCT-phosphoprotein interaction (red fluorophore); P38398; BRCT-phosphopeptide binding, red fluorescence polarization; Potency, µM (titrated, usually from 76.9 µM), for the others: at the highest dose activity change, negative = inhibition, actives largely listed as inhibitors; hit rate 0.03% among 75,000; AID 892; note: % is set by controls: 0 for no effect and ±100 for the full control effect
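Fluorescence polarization: 100 nM His-tagged BRCA1 BRCT with 100 nM TAMRA-labelled phospho-BACH1 decapeptide, phosphate buffer pH 7.3 with 150 mM NaCl, DTT, 0.01% Tween 20; 12 min RT. Binding inhibition seen as FP decrease.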
BRCT PPI green: blocks human BRCA1 BRCT binding to phosphopeptide, green readout | P38398 | BRCA1 BRCT-phosphopeptide binding, green fluorescence polarization | Potency, µM (doses to about 76.9 µM), for inactives: top-dose activity change, negative = inhibition, usual class: inhibitors | hit rate 0.05% among 75,000;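 note: potency is the fitted concentration of half-maximal effect; plate controls were peptide without protein for full effect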
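Compounds were incubated for 12 min at room temperature with a complex of 100 nM fluorescein-tagged pBACH1 decapeptide and 250 nM His-tagged BRCT protein. Buffer was phosphate pH 7.3 with EDTA, DTT and Tween 20. Disruption of binding lowers the polarization signal.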
Fluorescein autfl: compound fluoresces in the fluorescein spectral region; hit rate 0.91% among 59,000; AID 593; max fluorescein-equivalent concentration, M; Compound autofluorescence, 480/540 nm, fluorescein-equivalent; stronger effect = higher value; in the data active = max fluorescein-equivalent concentration above about 10 nM; inconclusive = between about 1.1 nM and that limit
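Compounds were pin-transferred into 100 mM Tris buffer, pH 8.0, and incubated 15 min at room temperature. Fluorescence was read at 480 nm excitation/540 nm emission. Signals were normalized to an on-plate six-point fluorescein standard curve as dye-equivalent concentration.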
4-MU autofl: compound fluoresces in the 4-MU spectral region; hit rate 11% among 59,000; max dye-equivalent concentration, M; AID 589; compound autofluorescence, 340/450 nm, 4-MU equivalents; stronger effect = higher value; in the data active = max dye-equivalent concentration above about 10 nM; inconclusive = mostly about 1.1 nM to 9.6 nM
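Intrinsic fluorescence at 340/450 nm (ex/em) was read after 15 min at room temperature in pH 8.0, 100 mM Tris. Each compound concentration expressed as 4-MU-equivalent concentration from a six-point 4-MU standard series on each plate.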
USP2a inh: blocks human ubiquitin-specific protease USP2a; USP2a enzymatic assay, qHTS inhibition; Potency, µM (titrated, usually from 38.3 µM), inactives show at the highest dose activity change, negative = inhibition, actives largely listed as inhibitors; hit rate 0.1% among 60,000; AID 927;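 note: potency is the fitted concentration of half-maximal effect; nearly all actives have a fitted effect of over 60% in size; plate controls were DMSO for no effect and NEM full inhibition control for full effect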
Target sequence (O75604 whole entry, looked up): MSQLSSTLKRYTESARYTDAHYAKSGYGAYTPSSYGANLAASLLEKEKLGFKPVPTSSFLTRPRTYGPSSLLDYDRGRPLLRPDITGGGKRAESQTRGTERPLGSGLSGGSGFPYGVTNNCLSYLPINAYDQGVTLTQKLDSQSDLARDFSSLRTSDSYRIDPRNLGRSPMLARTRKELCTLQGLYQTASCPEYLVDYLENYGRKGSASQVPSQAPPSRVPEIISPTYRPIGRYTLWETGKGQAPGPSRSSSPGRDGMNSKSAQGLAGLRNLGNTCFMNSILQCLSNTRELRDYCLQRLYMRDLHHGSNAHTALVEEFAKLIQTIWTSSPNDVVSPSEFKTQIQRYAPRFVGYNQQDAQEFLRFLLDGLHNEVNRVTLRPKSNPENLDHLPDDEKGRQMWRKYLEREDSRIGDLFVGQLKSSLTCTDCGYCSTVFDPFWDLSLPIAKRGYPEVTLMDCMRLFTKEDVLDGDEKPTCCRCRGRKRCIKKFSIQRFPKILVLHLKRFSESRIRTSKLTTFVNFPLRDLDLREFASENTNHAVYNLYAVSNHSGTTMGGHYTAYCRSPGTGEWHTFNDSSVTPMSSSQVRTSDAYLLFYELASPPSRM
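Inhibition is measured in a cell-free coupled assay with 20 nM USP2 core, 20 nM Ub-PLA2 and 20 uM NBD C6-HPC, 2.5 h incubation. Activity normalized to NEM control.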
HEK293 cAMP cs: counter-screen for TSHR agonists: cAMP increase in parental HEK293; Potency, µM (series often up to 57.1 µM), for the others: at the highest dose activation, actives largely listed as activators; parental HEK293 CNG cAMP sensor, membrane potential fluorescence; AID 938; hit rate 2.5% among 73,000; note: potency is the fitted concentration of half-maximal effect; % of control where 0% means no effect; nearly all actives have a fitted effect of over 55% in size
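Counterscreen for endogenous-receptor signalling: CNG-channel HEK 293 cells report cAMP rise by membrane depolarization. After 60 min dye equilibration with 100 uM RO 20-1724, compounds incubated 30 min before bottom-read fluorescence at 590 nm.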
A350 fluor: compound fluoresces in the Alexa 350 spectral region; Compound autofluorescence, 340/450 nm, Alexa 350 dye-equivalents; stronger effect = higher value; max dye-equivalent concentration, M; hit rate 11% among 59,000; AID 590; in the data active = max dye-equivalent concentration above about 10 nM; inconclusive = mostly about 1.1 nM to 9.6 nM
Texas Red fluor: compounds fluorescent in Texas Red spectral region. Compound fluorescence, Texas Red channel, 547/618 nm; stronger effect = higher value. hit rate 0.06% among 59,000. AID 587. max dye-equivalent concentration, M; in the data active = max dye-equivalent concentration above about 10 nM; inconclusive = between about 1.1 nM and that limit
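Spectral interference profiling: each compound concentration's relative fluorescence, read with a 547 nm excitation and 618 nm emission filter pair, was normalized to a per-plate Texas Red standard curve.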
The depositor's hits bear a star; i = inactive; ? = inconclusive; / = not tested or not shown; [ ] = another dose, or the depositor's remark. Unless noted, calls come from the whole dose curve; as a rule, active = well fitted curve in the direction sought with a large enough effect; inconclusive = small, poorly fitted or top-dose-only effect, or another doubt; inactive = no such curve, though single readings can be large; an effect the other way counts as inactive or inconclusive. An excerpt (hit frequency here may not be typical).

mol | Caspase-7 inhib | HEK293 cAMP cs | Rhodamine autofl | Casp1 inh | A350 fluor | BRCT inh red | 4-MU autofl | Fluorescein autfl | BRCT PPI green | USP2a inh | Texas Red fluor
O=C(COC(=O)c1ccc(S(=O)(=O)N2CCCC2)cc1)NCc1ccccc1 | -1% | -9% | i | 1% | ? | 0.0% | i | i | -1.2% | -1% | i
COCCn1c(=O)c(-c2cc(F)cc(F)c2)nc2cnc(OC)nc21 | -6% | 4% | i | -6% | ? | -0.2% | ? | i | -1.7% | 7% | i
COC(=O)c1cc2oc(C)cc2n1CC(=O)Nc1ccc(OC)c(OC)c1OC | 0% | 10% | i | -1% | i | 0.2% | i | i | -0.3% | 17% | i
COC(=O)c1ccc(S(=O)(=O)NCCSc2nnc3c4ccccc4n(C)c3n2)cc1 | -2% | 23% | i | -2% | i | -0.7% | i | ? | -2.7% | 51%[activator] | ?
CC(C)CCn1c(SCC#N)nc2c(sc3ccccc32)c1=O | 1% | ? | i | 1% | ? | -0.8% | ? | i | -1.3% | 5% | i
O=C(Nc1ccc(N2CCCC2)c(Cl)c1)c1ccc(Br)o1 | -9% | -3%[11.4 µM] | / | -10% | / | -1.6% | / | / | -0.8% | -6%[7.66 µM] | /
O=C(NCc1ccco1)c1cnn2c(C(F)(F)F)cc(-c3ccco3)nc12 | / | / | i | / | 3e-07M* | / | 2.6e-07M* | i | / | / | i
CN(C)c1oc(-c2cccs2)nc1C#N | / | / | i | / | 4.3e-06M* | / | 3.8e-06M* | i | / | / | i
CCc1ccc(NC(=O)CSc2nnc(Cc3cccn3C)n2-c2ccc(OC)cc2)cc1 | -7% | 22% | / | -5% | / | -1.2% | / | / | -0.3% | / | /
CCC(CC)C(=O)Nc1cccc(C(=O)Nc2ccc3c(c2)OCO3)c1 | 0% | -5% | i | 0% | i | 0.5% | i | i | -0.7% | 22% | i
COC(=O)N1CCC2(CCCN(c3ccc(-c4ccccc4)cc3)C2)CC1 | -3% | 6% | i | -4% | i | -2.6% | i | i | 3.4% | 83%[activator] | i
CCCC(=O)N(c1ccc(OCC)cc1)C1C=CS(=O)(=O)C1 (stereo unspecified) | -2% | 3.2µM* | i | 0% | i | -0.5% | i | i | -0.7% | -2% | i
OC(COc1ccc2c(c1)OCO2)CN1CCc2ccccc2C1 (stereo unspecified) | 0% | 19% | i | -2% | 1e-08M* | 1.3% | ? | ? | -0.4% | 6% | i
COc1ccc(C(C)(C)C)cc1S(=O)(=O)N1CCN(C)CC1 | -2% | 16% | i | 0% | i | 0.4% | i | i | 0.9% | 3% | i
O=C(c1ccc2snnc2c1)N1CCSCC1 | 1% | 13% | / | -1% | / | 1.6% | / | / | -1.2% | -4% | /
CCOC(=O)N1CCN(C(=O)CN(c2cccc(C)c2)S(=O)(=O)c2ccc(C)cc2)CC1 | -1% | 8% | i | 2% | i | 0.0% | i | ? | 0.1% | 13% | i
C=CC(C)Sc1nc2c(c(=O)n(C)c(=O)n2C)n1Cc1ccccc1Cl (stereo unspecified) | 0% | 22% | / | -1% | / | 0.4% | / | / | -0.1% | / | /
COCC(=O)Nc1nnc(-c2cccs2)s1 | -2% | 1% | i | -1% | 3.2e-08M* | -1.7% | 3.7e-08M* | i | -0.4% | -6% | i
Cc1ccc(C)c2[nH]c(=O)c(CCNC(=O)CC(C)C)cc12 | 4% | 6% | / | 1% | / | -0.8% | / | / | -0.8% | / | /
CCNc1nc(N)nc(Oc2ccc(OCCOc3ccc(Cl)cc3Cl)nn2)n1 | -1% | 1% | i | -2% | i | -0.8% | i | i | 2.4% | 23% | ?
CCCn1c(=O)c(C(=O)Nc2ccncc2)c(O)c2ccccc21 | 0% | -3% | / | -1% | / | -2.2% | / | / | -1.1% | -7% | /
Cc1c(N(C)C)nc2ccccc2c1N | 1% | -42%[inhibitor] | i | -5% | i | -1.7% | i | i | -0.6% | -3% | i
CCCCn1nnnc1NCc1ccc(OC)c(OC)c1OC | -1% | -9% | i | 0% | i | -1.4% | i | i | 0.2% | 3% | i
COc1cccc(N2C(=O)C(CC(=O)Nc3ccccc3)N(C3CCCCC3)C2=O)c1 (stereo unspecified) | 0% | 26% | i | 0% | i | -0.4% | i | i | 1.6% | 19% | i
c1ccc2c(c1)nc(Nc1ccc3c(c1)OCO3)c1nnnn12 | -16% | 14% | i | -11% | 3.1e-08M* | -4.2% | 2.9e-08M* | ? | 4.8% | 24% | i
COc1ccc(S(=O)(=O)N2CCC(C(=O)N3CCCCC3)CC2)cc1OC | 1% | ? | i | 0% | i | -0.3% | i | i | -3.7% | -3% | i
Cc1ccc(N=Nc2ccc(N)cc2C)c(S(N)(=O)=O)c1 | 2%[11.5 µM] | -3%[11.4 µM] | i | -1%[11.5 µM] | i | -1.4%[15.4 µM] | i | i | -3.7%[15.4 µM] | / | i
O=C(C1CCCN(Cc2cccnc2)C1)N1CCCCC1 (stereo unspecified) | 2% | 6% | i | 2% | i | 0.1% | i | i | 6.2% | -9% | ?
COc1ccc(N/C(N)=N/c2nc(CSc3ccc(C)cc3)cc(=O)[nH]2)cc1 | -1% | 0% | i | -6% | i | 0.3% | i | i | 0.2% | 29% | i
O=C(NCCc1ccccc1)c1ncn[nH]1 | 1% | 5% | i | -1% | i | 1.6% | i | i | -0.6% | -6% | ?

Next structures:
mol | Caspase-7 inhib | HEK293 cAMP cs | Rhodamine autofl | Casp1 inh | A350 fluor | BRCT inh red | 4-MU autofl | Fluorescein autfl | BRCT PPI green | USP2a inh | Texas Red fluor
[N-]=[N+]=N[C@@H]1[C@H](O)[C@H](CO)O[C@@H]1n1cnc2c(N)ncnc21 | 3%[11.5 µM] | 0%[11.4 µM] | i | -2%[11.5 µM] | i | 0.2%[15.4 µM] | i | i | 0.1%[15.4 µM] | / | i
Cc1nnc(SC(C)C(=O)Nc2ccc(Cl)cn2)n1Cc1ccccc1 (stereo unspecified) | -1% | ? | i | 1% | i | -0.4% | i | i | -1.3% | -5% | i
COc1cccc2c1OC1(C)CC2/C(=C(\C)O)C(=O)N1 (stereo unspecified) | 0% | 5% | i | 0% | i | -0.7% | i | i | 0.5% | 1% | i
CCN(CC)C(=O)Oc1ccc(NC(C)=O)cc1 | 0% | 0%[11.4 µM] | / | 0% | / | 0.8% | / | / | -0.8% | -2%[7.66 µM] | /
COc1ccc(Br)cc1/C=c1\sc2nc(-c3ccco3)nn2c1=O | -14% | 9% | i | -7% | i | 1.3% | i | i | -0.6% | ? | i
CN1C=C(C(F)(F)F)C=C/C1=C(\C#N)c1nnc2n1CCCCC2 | 1% | 29% | i | 0% | i | -0.7% | i | ? | 0.5% | -8% | ?
CCOC(=O)c1c(C)nc(-c2ccccc2)nc1N | -1% | 3% | i | -1% | 2.5e-08M* | -0.2% | 2.5e-08M* | ? | -0.8% | -2% | ?
CS(=O)(=O)Nc1ccc([N+](=O)[O-])cc1Oc1ccccc1 | -4% | ? | i | -4% | ? | -1.4% | ? | ? | -5.9%[3.08 µM] | -2% | i
c1ccc2c(SCc3cn4cccnc4n3)ncnc2c1 | 0% | 8% | i | 0% | 1.9e-08M* | 0.5% | 1.3e-08M* | i | 0.0% | -3% | i
Cc1cc(NC(=O)c2cn(C3CCCCC3)c(=O)c3c2c2ccccc2n3C)no1 | -2% | ? | / | -4% | / | -1.4% | / | / | 0.3% | / | /
Cc1cc(-c2cccs2)n[nH]1 | 0% | -1% | / | 1% | / | -0.4% | / | / | 0.7% | 1% | /
CC(=O)N1c2c(cc(Br)cc2S(=O)(=O)NCC2COc3ccccc3O2)CC1C (stereo unspecified) | -1% | ? | i | -3% | i | 1.1% | i | i | 2.7% | 45%[activator] | i
CCOC(=O)C(NC(=O)N1CCCCC1)(c1ccccc1)C(F)(F)F (stereo unspecified) | 0% | 7% | i | 1% | i | 1.0% | i | ? | -4.4% | 0% | i
Cc1ccc2c(COC(=O)c3cnc(C)cn3)cc(=O)oc2c1 | -1% | -4% | i | 3% | ? | -0.3% | i | i | -0.8% | 6% | ?
CCOc1nc(-c2ccccc2)ccc1-c1noc(-c2ccc(OC)c(OC)c2)n1 | 2% | 6% | i | -2% | ? | 1.0% | ? | i | -1.3% | / | ?
CSc1ccc2c(c1)N(CC[C@H]1CCCCN1C)c1ccccc1S2 | 0%[25.7 µM] | -6%[25.6 µM] | i | 3%[25.7 µM] | i | 0.1%[34.4 µM] | i | ? | 0.1%[34.4 µM] | 4%[17.1 µM] | i
CN(C)C(=O)Cn1c(SCC(=O)NC2CCCCC2)nc2ccccc21 | 0% | 20% | i | -1% | i | 0.9% | i | i | -4.1% | -2% | i
Cc1ccc(F)cc1NC(=O)C1CCCN(c2ncccn2)C1 (stereo unspecified) | 1% | 27% | i | 0% | i | -1.1% | i | i | -1.7% | -6% | i
FC(F)(F)c1cccc(N2CCN(c3nnnn3-c3ccccc3)CC2)c1 | -1% | 32µM* | i | 3% | i | -1.4% | i | i | 5.9% | -3% | ?
O=C(O)c1ccccc1C(=O)NCc1cccnc1 | 0% | 7% | i | 0% | i | -0.3% | i | i | -0.4% | 2% | i
CCOc1ccc(C(=O)Nc2cccc(-c3nc4cccnc4o3)c2)cc1Cl | 1% | 5% | i | -1% | 1.6e-08M* | 0.3% | 1.3e-08M* | i | 0.5% | 4% | i

Assay outcomes: PubChem BioAssay, National Center for Advancing Translational Sciences (NCATS)
